# SRC1 TRFRET art: counter-screen for PPARgamma SRC-1 recruitment agonists: TR-FRET artefact; TR-FRET detection artefact counter-screen, emission ratio; active compounds read high; TR-FRET ratio at 8 µM; actives 0.34% (n = 99,000); AID 1051; in the data active means TR-FRET ratio above about 2300; further: inactives centre near 1800; reference of the scale not given here
# SRC3 TRFRET art: TR-FRET artefact, counter-screen to PPARgamma/SRC-3 agonist assay; PPARgamma/SRC-3 format; active compounds read high; TR-FRET ratio at 8 µM; actives 0.39% (n = 99,000); in the data active means TR-FRET ratio above about 2000; further: inactives centre near 1600; reference of the scale not given here
# * marks the source's active call; other numbers are inactive results. A portion of the library (hit frequency here may not be typical).
# The opening 16 compounds, to show the layout:
SMILES,SRC1 TRFRET art,SRC3 TRFRET art
CCC(NC(=O)CCc1ccccc1)c1ccccc1 (stereo unspecified),1757,1688
O=c1c2ccccc2nc2c3ccccc3c(NCCO)nn12,1952,1568
CC(NC(=S)Nc1ccc([N+](=O)[O-])cc1)c1ccncc1 (stereo unspecified),1713,1642
COc1cccc(-n2c(SCC(=O)N3CCCCC3)nc3c([nH]c4ccccc43)c2=O)c1,2198,1567
Cc1ccc(C)c(-c2cc(C(=O)NNC(=S)NCC(C)C)c3ccccc3n2)c1,1763,1567
COc1cc(C(=O)NCc2ccccc2)cc(Br)c1OC,1974,1690
CC1CCC2(CC1)OCC1(CCC3(COC4(CCC(C)CC4)OC3)C1=O)CO2 (stereo unspecified),1934,1577
CCOC(=O)c1sc2ccccc2c1NC(=O)c1coc2ccccc2c1=O,1678,1483
COc1ccc(NS(=O)(=O)c2ccc(N3CCOCC3)c(NC(=O)c3ccc(OC)cc3)c2)cc1,1747,1564
COC(=O)CCC(=O)NNC(=O)CCC(=O)Nc1cccc(Cl)c1C,1924,1605
CCC1Oc2ccc(C)cc2N(CC(=O)NCCCN2CCN(Cc3ccccc3)CC2)C1=O (stereo unspecified),2011,1690
CC12CCC(C(=O)N(NC(=O)c3ccccc3Cl)C1=O)C2(C)C (stereo unspecified),1833,1628
COc1ccc(N(CCCN2C(=O)c3cccc4cccc(c34)C2=O)C(=O)c2cccs2)cc1,1817,1657
Cc1cc(-c2ccccc2)n2ncc(-c3ccccc3)c2n1,1752,1608
CCCCCc1nnc(NC(=O)Cn2cnc3ccccc3c2=O)s1,1636,1504
COc1ccc(C(=O)/C=C/C(=O)N(CC(=O)NC2CCCCC2)CC2CCCO2)c(O)c1 (stereo unspecified),1996,1558

# Main list, repeating the preview:
SMILES,SRC1 TRFRET art,SRC3 TRFRET art
CCC(NC(=O)CCc1ccccc1)c1ccccc1 (stereo unspecified),1757,1688
O=c1c2ccccc2nc2c3ccccc3c(NCCO)nn12,1952,1568
CC(NC(=S)Nc1ccc([N+](=O)[O-])cc1)c1ccncc1 (stereo unspecified),1713,1642
COc1cccc(-n2c(SCC(=O)N3CCCCC3)nc3c([nH]c4ccccc43)c2=O)c1,2198,1567
Cc1ccc(C)c(-c2cc(C(=O)NNC(=S)NCC(C)C)c3ccccc3n2)c1,1763,1567
COc1cc(C(=O)NCc2ccccc2)cc(Br)c1OC,1974,1690
CC1CCC2(CC1)OCC1(CCC3(COC4(CCC(C)CC4)OC3)C1=O)CO2 (stereo unspecified),1934,1577
CCOC(=O)c1sc2ccccc2c1NC(=O)c1coc2ccccc2c1=O,1678,1483
COc1ccc(NS(=O)(=O)c2ccc(N3CCOCC3)c(NC(=O)c3ccc(OC)cc3)c2)cc1,1747,1564
COC(=O)CCC(=O)NNC(=O)CCC(=O)Nc1cccc(Cl)c1C,1924,1605
CCC1Oc2ccc(C)cc2N(CC(=O)NCCCN2CCN(Cc3ccccc3)CC2)C1=O (stereo unspecified),2011,1690
CC12CCC(C(=O)N(NC(=O)c3ccccc3Cl)C1=O)C2(C)C (stereo unspecified),1833,1628
COc1ccc(N(CCCN2C(=O)c3cccc4cccc(c34)C2=O)C(=O)c2cccs2)cc1,1817,1657
Cc1cc(-c2ccccc2)n2ncc(-c3ccccc3)c2n1,1752,1608
CCCCCc1nnc(NC(=O)Cn2cnc3ccccc3c2=O)s1,1636,1504
COc1ccc(C(=O)/C=C/C(=O)N(CC(=O)NC2CCCCC2)CC2CCCO2)c(O)c1 (stereo unspecified),1996,1558
C/C(=N\S(=O)(=O)c1ccc(C)cc1)Nc1cc(C(C)C)c(O)cc1C,1766,1436
CSc1ccccc1C(=O)N1CCc2ccccc2C1,1711,1450
CC(C)Cn1c(N)c(C(=O)CSc2ccccc2)c(=O)n(C)c1=O,1892,1634
O=C(NP(=O)(N1CCCC1)N1CCCC1)C1=C(N2CCOCC2)/C(=C/c2cccc([N+](=O)[O-])c2)CC1,1733,1380
COc1ccc(NC(=S)NCCc2c(C)[nH]c3ccc(OC)cc23)cc1,1567,1457
Cc1ccccc1NC(=O)CC1c2ccccc2CC(C)(C)N1C (stereo unspecified),1803,1484
Cc1ccc(NC(=O)c2ccccc2O)cc1,2014,1678
O=c1[nH]c2ccccc2n1CCCN1CCN(C(c2ccccc2)c2ccccc2)CC1,1562,1616
COc1ccc(C(=O)C2C(c3ccc(-c4ccccc4[N+](=O)[O-])o3)NC(=O)NC2(O)C(F)(F)F)cc1 (stereo unspecified),1833,1811
CCOC(=S)SCC(=O)N1CCc2cc(OC)ccc2C1C1C(=O)CCCC1=O (stereo unspecified),1647,1654
CC(C)(C)CN1CCNC(=O)C1CC(=O)NCCc1cnn(-c2ccccc2)c1 (stereo unspecified),1927,1599
Cc1noc(C)c1COC(=O)CNC(=O)c1cccc(F)c1,1430,1573
CNC(=S)NNc1nncc2ccccc12,1969,1800
O=C(CC1C(=O)NCCN1C(=O)Nc1ccccc1)Nc1cccc(Cl)c1 (stereo unspecified),1872,1578
CS(=O)(=O)NN1C(=O)c2ccccc2NC12CCCC2,1870,1642
COCCSc1nnc(NC(=O)c2ccc([N+](=O)[O-])cc2)s1,2114,1655
CC(C)c1ccccc1-n1c(-c2cccnc2)n[nH]c1=S,1665,1501
O=C(NC(=S)Nn1cnc2c(cnn2-c2ccccc2)c1=O)c1ccc(Cl)cc1,1656,1615
Cc1ccc(CSc2nc3ccccc3c(=O)[nH]2)cc1,1975,1843
Cc1cccc(NC(=O)C(=O)NCCCc2ccccc2)c1,1738,1485
COc1ccc2nc(Nc3nc4cc5c(cc4s3)OCCO5)sc2c1,1903,1607
CSC1=NCCN1C(=O)c1ccc(S(=O)(=O)N2CCCCC2)cc1,1789,1600
COc1ccc(OC)c(-c2csc(N(Cc3ccco3)C(=O)c3ccco3)n2)c1,2170,1815
CCCc1n[nH]c2c1C(=O)C(C(=O)OC)C(C)(C)C2 (stereo unspecified),1936,1509
O=C(NCCc1c[nH]c2ccccc12)C(=O)NCC1OCCN1S(=O)(=O)c1ccc(F)cc1 (stereo unspecified),1920,1709
COc1ccc(C(=O)Oc2coc(CSc3nnc(NC(=O)c4cccs4)s3)cc2=O)cc1,1535,1420
COC(=O)c1ccc(-n2c(C)cc(C(=O)COC(=O)CNS(=O)(=O)c3ccc(C)cc3)c2C)cc1,1717,1380
Cc1cc(C(=O)OCC(=O)Nc2ccc(F)c(F)c2F)c(C)o1,1812,1683
CS(=O)(=O)c1ccc(Cl)c(NC(=O)COC(=O)c2c(Cl)cccc2Cl)c1,1686,1553
CC1c2nc3ccccc3n2C(CC(=O)NCc2ccccn2)C(=O)N1Cc1ccccc1 (stereo unspecified),1984,1614
CC(=O)NN1C(=O)c2ccccc2NC1c1ccoc1 (stereo unspecified),1987,1786
CCOC(=O)CCCNC(=O)COC(=O)/C=C/c1ccc2c(c1)OCO2,1616,1285
COc1ccc2[nH]c3c(c2c1)CCn1c-3nc2ccccc2c1=O,1997,1685
O=C(O)c1ccc(Cl)c(S(=O)(=O)NC(Cc2ccccc2)C(=O)O)c1 (stereo unspecified),1818,1588
Cc1cccc(C2c3[nH]c4ccccc4c3CCN2C(=O)c2cc(CC(C)C)nc(C)n2)n1 (stereo unspecified),1954,1768
O=C(NC(=S)NC1CCSC1=O)c1ccccc1 (stereo unspecified),1632,1521
CC(Sc1nnc(COc2ccc(Cl)cc2)n1Cc1ccccc1)C(=O)O (stereo unspecified),1661,1705
CCc1ccc(NC(=O)C(=O)N/N=C(\C)CC(=O)Nc2ccccn2)cc1,1697,1377
Cc1ccc2cccc(SCC(=O)NCC#N)c2n1,1698,1719
O=C(CSCc1ccc(C(=O)O)cc1)Nc1ccccc1,2113,1705
CCc1cccc(NC(=O)Cn2cc(C=O)c3ccccc32)c1,1743,1274
O=C(CSc1ccccn1)N/N=C/C=C/c1ccccc1,1775,1665
CCOC(=O)c1nnn(-c2nonc2N)c1CNc1ccc(C)c(Br)c1,1923,1542
CC(=O)Nc1cccc(NC=C(C#N)C#N)c1,1829,1761
# The list goes on:
SMILES,SRC1 TRFRET art,SRC3 TRFRET art
COC(=O)c1cc(NS(=O)(=O)c2ccc(N3CCOCC3)c([N+](=O)[O-])c2)cc(C(=O)OC)c1,1783,1607
COc1ccc(N(C(C)=O)c2nc(C)cc(C)c2C#N)c(OC)c1,1706,1733
Cc1cc(OCCCn2ccnc2)cc(C(C)C)c1,1813,1346
CCOc1ccccc1/C=N\Nc1cnn(Cc2ccccc2)c(=O)c1Cl,1841,1506
COCCN(CCOC)S(=O)(=O)c1ccc(C(=O)NCCCN2CCOCC2)cc1,1886,1565
CC(C)(C)C(=O)C[n+]1ccccc1,1924,1648
CCOC(=O)c1cc2c(ccn2C)n1CC(=O)N(CC)CC,1801,1643
Cc1ccsc1/C=N/NC(=S)NCc1ccccc1,1860,1594
COc1ccc(C(=O)N/N=C/c2ccc(N3CCOCC3)o2)cc1OC,1813,1488
CCC(C)[C@@H](CN(N=O)[C@@H](Cc1ccccc1)CN(C)N=O)N(CCc1ccccc1)N=O (stereo partly specified),1754,1574
COP(=O)(OC)c1nc(-c2cccc3ccccc23)oc1N1CCCCC1,1721,1408
CCCCNC(=O)/C(C#N)=C/c1ccc(-c2ccc(S(=O)(=O)N3CCOCC3)cc2)o1,1834,1658
COc1ccc(NC(=O)COC(=O)C2=COCCO2)cc1OC,1788,1439
OCCN(CCO)Cc1csc2ccccc12,1666,1452
CN(C)c1ccc(/C=N\Nc2nc(-c3ccccc3)cc(=O)[nH]2)cc1,1600,1356
CCn1cc(C2=NC(C(C)C)CO2)c2ccccc21 (stereo unspecified),1961,1743
Cc1cccc(NC(=O)CSc2nnc(CNC(=O)c3ccc(S(=O)(=O)N(C)C)cc3)n2-c2ccc(F)cc2)c1,1934,1722
CC(C)c1onc(C(=O)N2CCCCC2)c1[N+](=O)[O-],1676,1675
c1coc(-c2ccnc(-c3ccncc3)n2)c1,1925,1694
Cc1cccc(C)c1OCc1nnc(NC(=O)CSc2ccc(Cl)cc2)s1,2031,1675
COc1ccc(CCNC(=O)c2ccc(N(C)S(=O)(=O)c3ccc(C)cc3)cc2)cc1OC,1934,1728
CC(=O)NCc1nnc2c3ccccc3c(-c3ccccc3)nn12,1582,1511
Cc1ccc(-c2noc(CCC(=O)NC3CCCc4ccccc43)n2)cc1 (stereo unspecified),1996,1414
Cc1ccc(-n2c(SCC(N)=O)nc(O)cc2=O)cc1,1809,1514
CCOC(=O)C1(CCOc2ccccc2)CCN(Cc2cnc(SC)nc2)CC1,1910,1704
O=C(O)c1ccc2c(=O)n(-c3ccccc3F)c(=S)[nH]c2c1,1905,1641
Cc1ccc(C(C)C)c(OCCCN(C)Cc2ccccc2)c1,1559,1422
O=S(=O)(NCc1ccncc1)c1ccc(Br)s1,1787,1691
CCN(CC)S(=O)(=O)c1ccc(C)c(NC(=O)COC(=O)[C@@H]2CCCN2C(=O)c2cccs2)c1,1819,1504
Cc1cc(C)cc(Nc2ccc(C(=O)O)cc2N)c1,1885,1703
CC1CCN(S(=O)(=O)c2cnc(Cl)c(Br)c2)CC1,2002,1389
O=C(Nc1nc2ccccc2s1)C1=NN(c2ccccc2)C(=O)CC1,1533,1705
CCc1ccc(/C=C2\SC(=S)N(CCC(=O)NC3=NCCS3)C2=O)cc1,1510,1400
COc1ccc(-c2nnc(SCC(=O)N3CCOCC3)o2)cc1OC,1881,1630
O=C(NC1=NCCS1)c1cc(-c2ccc(-c3ccccc3)cc2)nc2ccccc12,2062,1845
COc1ccc(NC(=O)COC(=O)c2ccc(NS(=O)(=O)/C=C/c3ccccc3)cc2)cc1,2005,1771
O=C(NCCc1ccccn1)c1ccc(NS(=O)(=O)c2ccc(F)cc2)cc1,1765,1451
C=CCSc1nc(C)cc2c1C(=O)OC2,1737,1274
CC1(C)CC(NC(=O)C(=O)NCCc2ccc(Cl)cc2)CC(C)(C)N1,1599,1694
Cc1oc(-c2ccc(C(F)(F)F)cc2)nc1CN(Cc1ccccn1)C[C@@H]1CCC(=O)N1,1791,1502
CSc1ncccc1C(=O)Nc1ccc(F)c(F)c1F,1587,1316
C=CCNC(=S)/C(=C(/[O-])c1ccc([N+](=O)[O-])cc1)[n+]1ccccc1,1804,1661
CCc1ccc(OCC(O)CN2CCC(CN3C(=O)c4cccc5cccc(c45)C3=O)CC2)cc1 (stereo unspecified),1885,1813
COc1ccc(NC(=O)C/C(C)=N/NC(=O)c2cnccn2)cc1,1761,1787
Cc1nc2c(cc1C(=O)N/N=C/c1ccc(O)c(O)c1)c(=O)n(C)c(=O)n2C,1910,1576
Cc1cccc(NC(=S)/N=C(\N)Nc2nc(C)c3cc(C)ccc3n2)c1,2048,1985
Cc1nc(SCC(=O)NCc2cccs2)nc(C)c1C,1715,1454
O=C(Nc1ccc(-c2noc(-c3ccccc3F)n2)cc1)c1cccs1,1867,1799
N/C(=N\OC(=O)CCCN1C(=O)c2ccccc2C1=O)c1ccccn1,1942,1608
COc1ccccc1NS(=O)(=O)c1cccc(NC(=O)c2cc3ccccc3oc2=O)c1,1775,1671
O=C(N/C(=C\c1ccco1)C(=O)N1CCOCC1)c1ccco1,1876,1526
Cc1cccc(C)c1NC(=S)N(CCc1ccncc1)C(C)C,1682,1698
Cc1nn(-c2ccccc2)c(C)c1NC(=O)COc1ccc(Br)cc1Cl,1745,1487
COc1ccc2[nH]c(=O)c(CN(CCO)S(=O)(=O)c3ccc4c(c3)OCCO4)cc2c1,1629,1501
O=C(COC(=O)[C@H](Cc1ccccc1)NC(=O)c1cccs1)NC1CCCCC1,1535,1532
COc1ccc([N+](=O)[O-])cc1NC(=O)COC(=O)C=C(C)C,1910,1720
CCN(CC)CCC(=O)c1ccc(F)cc1,1465,1397
CCc1nnc(NC(=O)CCN(c2ccc(C)cc2)S(=O)(=O)c2ccccc2)s1,1929,1594
Cc1cc(Nc2cccc(C(F)(F)F)c2)n2nc(C)nc2n1,1560,1443
Cc1c(Br)cc(C(=O)NCc2ccco2)c(C)c1C,1931,1572
CCS(=O)(=O)N1Cc2ccccc2CC1C(=O)Nc1nc2c(C)cccc2s1 (stereo unspecified),1906,1719
COc1ccccc1CNC(=O)C1Cc2ccccc2C(=O)O1 (stereo unspecified),1768,1621
